KDM5B inhibitor – blocks human KDM5B histone demethylase activity; Q9UGL1; KDM5B demethylase, FDH-coupled NADH fluorescence (FDH is formaldehyde dehydrogenase); Potency, µM (highest dose often 57.7 µM), for the others: at the top dose activity change, negative = inhibition, most hits filed as inhibitors; 220,000 compounds, 2.6% hits; active = well fitted inhibition curve with a large enough effect; inconclusive = small, poorly fitted or top-dose-only effect; inactive = no such curve, though single readings can be large or run the other way; note: 0% is about no effect; nearly all actives have a fitted effect of over 70% in size
Target sequence (Q9UGL1 whole entry, looked up): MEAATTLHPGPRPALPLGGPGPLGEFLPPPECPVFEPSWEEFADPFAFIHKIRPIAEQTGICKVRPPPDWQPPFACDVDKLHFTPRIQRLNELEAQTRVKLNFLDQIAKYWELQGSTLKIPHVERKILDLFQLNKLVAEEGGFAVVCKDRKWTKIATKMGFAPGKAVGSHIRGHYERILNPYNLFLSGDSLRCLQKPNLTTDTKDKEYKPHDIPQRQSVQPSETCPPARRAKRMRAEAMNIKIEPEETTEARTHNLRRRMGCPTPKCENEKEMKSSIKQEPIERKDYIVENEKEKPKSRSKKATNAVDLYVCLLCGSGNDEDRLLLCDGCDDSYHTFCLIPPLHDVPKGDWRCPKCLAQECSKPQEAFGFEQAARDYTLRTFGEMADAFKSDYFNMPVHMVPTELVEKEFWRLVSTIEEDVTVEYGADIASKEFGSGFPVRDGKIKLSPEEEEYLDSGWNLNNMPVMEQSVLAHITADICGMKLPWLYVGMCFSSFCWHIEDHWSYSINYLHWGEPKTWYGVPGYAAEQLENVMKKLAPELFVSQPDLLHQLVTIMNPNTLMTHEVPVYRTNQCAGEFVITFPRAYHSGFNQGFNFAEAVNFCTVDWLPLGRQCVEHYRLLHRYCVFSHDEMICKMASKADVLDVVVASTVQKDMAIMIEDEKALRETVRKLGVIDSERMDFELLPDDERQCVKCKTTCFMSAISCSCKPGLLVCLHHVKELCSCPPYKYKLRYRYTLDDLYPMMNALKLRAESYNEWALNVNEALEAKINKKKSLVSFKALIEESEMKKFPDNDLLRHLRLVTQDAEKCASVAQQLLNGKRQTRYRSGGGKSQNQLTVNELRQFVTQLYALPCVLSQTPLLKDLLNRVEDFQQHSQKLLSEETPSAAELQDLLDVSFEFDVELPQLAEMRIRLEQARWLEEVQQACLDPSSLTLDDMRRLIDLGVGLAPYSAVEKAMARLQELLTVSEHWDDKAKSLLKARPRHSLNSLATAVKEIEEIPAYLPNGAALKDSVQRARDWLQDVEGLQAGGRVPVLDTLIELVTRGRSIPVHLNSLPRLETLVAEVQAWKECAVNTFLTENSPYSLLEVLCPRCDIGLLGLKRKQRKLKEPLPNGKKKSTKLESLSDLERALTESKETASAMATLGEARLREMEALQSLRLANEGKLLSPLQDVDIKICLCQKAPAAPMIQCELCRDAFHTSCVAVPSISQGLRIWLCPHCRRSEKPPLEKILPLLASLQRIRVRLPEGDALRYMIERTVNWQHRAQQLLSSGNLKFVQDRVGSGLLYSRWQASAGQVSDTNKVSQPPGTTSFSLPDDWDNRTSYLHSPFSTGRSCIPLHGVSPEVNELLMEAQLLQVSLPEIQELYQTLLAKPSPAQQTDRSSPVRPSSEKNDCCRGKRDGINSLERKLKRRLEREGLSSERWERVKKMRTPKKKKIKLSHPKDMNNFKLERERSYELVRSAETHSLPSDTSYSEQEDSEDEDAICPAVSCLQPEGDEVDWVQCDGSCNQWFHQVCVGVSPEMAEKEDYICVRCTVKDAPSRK
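Measured: NADH fluorescence change, 30 min, RT. System: KDM5BΔAP 200 nM final, H3K4me3 peptide, α-KG, Fe(II), ascorbate, NAD⁺ plus FDH, pH 7.5 HEPES. Compounds: titrated, 10 min pre-incubation with enzyme.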
* marks the source's active call; other numbers are inactive results; ? = inconclusive; & = joins results of further samples; [ ] = dose if it differs, or a comment. Potency is the fitted concentration of half-maximal effect. An excerpt; rates above refer to the full screens.

SMILES	KDM5B inhibitor
Cc1ccc(C(=O)NCC(C)(C)CNC(=O)c2ccc(C)o2)o1	22.5%
CC(NC(=O)C1CCN(S(=O)(=O)c2ccc3nc4c(c(C(=O)O)c3c2)CCCC4)CC1)c1ccccc1 (configuration not stated)	?
Cc1ccccc1CN1C(=O)c2ccccc2Sc2ccc(C(=O)NC3CCCCC3)cc21	?
COC(=O)c1cnc(N2CCN(c3ccccc3F)CC2)c2ccccc12	-0.4%
Cc1ccccc1C(=O)Nc1c(-c2cccs2)c(=O)c2ccccc2n1C	15.6%
O=C(O)c1cnc2c(c1)n(CCN1CCCC1)c(=O)n2CCc1ccccn1	8.2%
CCCCn1c(=O)[nH]c(=O)c2c1nc(COC(=O)C1CCCC1)n2CC	24.1%
CN(CCOc1ccccc1)C(=O)CCc1nc2sc3c(c2c(=O)[nH]1)CCCC3	-14.3%
Cn1c(SCc2coc(-c3cccs3)n2)nnc1-c1ccccc1F	-21.8%
COc1cc(-c2c(C#N)c(N)nc3c2CN(C)CC3)cc(OC)c1OC	?
CC(=O)Nc1ccc(-c2c(-c3cccc(C)c3)nn(-c3ccc(F)cc3)c2OC(C)=O)cc1	25.1µM*
CC(C)Cc1nn2c(=O)cc(COC(=O)c3ccc(NC(=O)c4cccs4)cc3)nc2s1	-26.6%
Cn1c(CN2CCN(c3ccc(C#N)cn3)CC2)nnc1C1CC(N)C1 (configuration not stated)	95.0%[activator]
CSc1ccccc1C(=O)Nc1ccc(C(C)C)cc1	-0.7%
O=C(OCc1nc(-c2ccc(OC(F)(F)F)cc2)no1)c1ccc2c(c1)OCO2	-9.7%
COc1ccc(CCn2c3c(c(=O)[nH]c2=O)C(NC(=O)c2ccc(Cl)cc2)(C(F)(F)F)C(=O)N3)cc1OC (configuration not stated)	-20.5%
CN(C)C(=O)c1cccnc1OC1CCN(S(=O)(=O)c2cc(F)cc(F)c2)C1 (configuration not stated)	21.2%
O=C(CCc1nc(-c2ccccc2)no1)NC1CCCN(CCCc2ccccc2)C1 (configuration not stated)	-29.7%
CCOC(=O)c1ccc(N2CC3=C(C2=O)C(c2ccc(OC)cc2)NC(=O)N3C)cc1 (configuration not stated)	?
O=C(c1ccccc1F)N1CCN(c2cn[nH]c(=O)c2Cl)CC1	22.6%
CCCCCNC(=O)C(=O)NCC(c1ccc2c(c1)OCO2)N1CCOCC1 (configuration not stated)	-24.8%
Cc1ccc(-c2nc3ccccc3o2)cc1NC(=O)Cc1cccs1	9.2%
COCC(=O)N1c2nc(-c3ccco3)nn2C2(CCCCC2)[C@@H]2CCCC[C@@H]21	?
COc1cccc(N2C(=O)CSC23C(=O)N(CC(=O)NCc2ccc(C)cc2)c2ccccc23)c1 (configuration not stated)	-20.7%
O=C1CC(c2ccccc2)N(S(=O)(=O)c2cccs2)CCCCCN1 (configuration not stated)	16.3%
CCCSc1nc(N2CCOCC2)c2c(c1C#N)CCCC2	-13.3%
Cc1ccc2oc(C(=O)Nc3ccc(S(=O)(=O)Nc4nccc(C)n4)cc3)cc(=O)c2c1	-17.4%
CCNC(=O)NC(=O)CSc1ccc2ccccc2n1	-7.3%
O=C(C1CCCC1)N1CCCCCC1c1nc(-c2cccnc2)no1 (configuration not stated)	-15.4%
COc1ccc(C(=O)N2CCC(C3CCN(S(C)(=O)=O)CC3)C2)cn1 (configuration not stated)	15.0%
Cc1ccc(-c2nc(CN3CCCC3c3nnc4ccccn34)co2)c(C)c1 (configuration not stated)	18.9%
O=C(Nc1cc(Cl)cc(Cl)c1)N1CCCC1c1nncn1C1CCCC1 (configuration not stated)	40.9%
Cc1noc(C)c1CN1CCC2(CC1)COCCN2C(=O)c1ccccc1	-2.4%[86.2 µM]
CC1(C)CC(=O)c2cc3c(N)c(C#N)sc3nc2C1	-18.4%
COc1ccc(C(=O)NC(C)CCc2ccccc2)c(OC)c1 (configuration not stated)	3.5%
CCc1ccccc1NC(=O)c1ccc2c(c1)CCN2S(C)(=O)=O	?
CCOc1ccc(CCNC(=O)CCn2c(=O)c3cccn3c3cccnc32)cc1	?
CC(C)C(=O)Nc1ccccc1Sc1ccccc1	18.8%
Cc1cc(C)c2nonc2c1S(=O)(=O)N1C[C@@H](N(C)C)[C@H](C(C)C)C1	?
COc1ccc(NC(=O)NC[C@@H]2C=C(C)[C@H](CC(=O)NCCN(C)C)C[C@H]2C(C)C)cc1	-10.2%
CCNC(=O)NC[C@H]1O[C@H](Cc2cc(C(C)(C)C)on2)CC[C@@H]1O	35.8%[86.2 µM]
CCOc1cc(NC(=O)C2CC2)c(OCC)cc1NC(=O)c1cccc(F)c1	?
COC(=O)c1ccccc1NC(=O)c1ccc2c(c1)CCN2S(=O)(=O)c1ccc(Cl)cc1	-0.3%
Cc1ccc(C2=NC3(CCN(C(=O)COc4ccccc4)CC3)ON2)cc1	-23.0%
COc1ccc(-n2c(-c3ccccc3)c[n+]3c2CCC3)cc1	7.8%
Cc1cc(OCC(=O)N2CCCCC2CCN2CCOCC2)cc(C)c1Cl (configuration not stated)	3.6%
O=C(NC1CCCC1)C1c2ccccc2C(=O)N(C2CCCC2)C12CCCCC2 (configuration not stated)	9.5%
COc1ccc(Oc2c(C)oc3cc(OCc4ccccc4F)ccc3c2=O)cc1	8.6%
CCc1sc(Nc2ccc(C)cc2Br)nc1-c1cc2cccc(OC)c2oc1=O	-4.9%
CC(=O)c1sc(-c2cccc(Br)c2)nc1C	2.6%
Additional records follow:
SMILES	KDM5B inhibitor
CCC1CN(C(=O)N2CCC(C(=O)NCCN(C)C)CC2)c2ccccc2O1 (configuration not stated)	3.8%
COc1cc(=O)n2c(c1C(=O)Nc1cccc(C)c1)CCCC2	16.9%
COc1ccc(S(=O)(=O)Nc2nc3ccccc3nc2Nc2ccc(C)cc2)cc1	17.5%
CN(C)c1cccc(C(=O)NC2CCN(c3cc(-c4ccc(Cl)cc4)[nH]n3)CC2)c1	31.6µM*
COc1ccccc1N1CCCc2ncc(C(=O)N3CCN(C(C)=O)CC3)cc21	-10.8%[86.2 µM]
Cc1ccccc1C(CNC(=O)c1cc(-c2ccc(F)cc2)n[nH]1)N(C)C (configuration not stated)	23.5%
CCOc1ccc(Nc2c(S(=O)(=O)c3ccc(C)cc3)cnc3ccc(OC)cc23)cc1	-10.1%
COC1CCC12CCNCC2 (configuration not stated)	5.7%
COc1ccc(OC)c2sc(N3CCN(C(=O)CCS(=O)(=O)c4ccc(F)cc4)CC3)nc12	-23.3%
COc1ccc(NS(=O)(=O)c2ccc3[nH]c4c(c3c2)CCCCCC4)cc1	?
COC(=O)CNC(=O)c1cc(Br)cn2ccnc12	31.6µM*
CC(C(=O)Nc1ccc(C#N)cc1)n1nnc(-c2ccc(F)cc2)n1 (configuration not stated)	-8.5%
CCOc1ccc(C(=O)N(Cc2ccc(F)cc2Cl)c2ccccn2)cc1	14.5%
CCOc1ccc(C(=O)NCc2sccc2C)cc1	7.8%
COc1cccc(CNC(=O)[C@H](Cc2ccccc2)NC(=O)N2CCn3c2nc2ccccc23)c1	-4.6%
CC(C)(C)c1ccc(C(=O)NC(Cc2c[nH]c3ccccc23)C(=O)OCC(=O)c2ccccc2)cc1 (configuration not stated)	-10.3%
Cc1oc(-c2ccccc2F)nc1CS(=O)(=O)CC(=O)NC(C)CCc1ccccc1 (configuration not stated)	-2.0%
Cc1ccc(S(=O)(=O)NC(=O)NN2CC3CCCC3C2)cc1 (configuration not stated)	-2.7%
O=C(c1cc2ccccc2oc1=O)N1CCCc2ccccc21	-1.3%
CC(=O)N1CCCC(c2nn(C)c(=O)n2Cc2ccccc2)C1 (configuration not stated)	-9.7%
CC(=O)N1CCC(N2CC[C@@H]3C(=O)NCCCCCCN(Cc4ccncc4)[C@@H]3C2)CC1	?
CC(C)c1ccc(-n2cc(CN3CCN(C(=O)N(C)C)CC3)cn2)cc1	14.4%
c1ccc(-c2ccc(C3=Nn4c(nnc4-c4cccs4)SC3)cc2)cc1	11.6%
CCN(CC(=O)NCc1cccs1)C(=O)C1CC(=O)N(c2cc(C)ccc2OC)C1 (configuration not stated)	-2.6%
COC(=O)c1c(-c2ccc(F)cc2)csc1NC(=O)c1ccc(OC)cc1	20.3%
CCc1cccc(-n2nnc(-c3nsc(NC(=O)c4cccs4)n3)c2C)c1	-22.4%
COc1ccccc1CNC(=O)c1ccc(CS(=O)c2cccc(C)c2)o1 (configuration not stated)	8.9%
O=C(Nc1ccc(F)c(S(=O)(=O)N2CCOCC2)c1)C1CC(=O)N(CCc2ccccc2)C1 (configuration not stated)	6.8%
Cc1nc(-c2ccc(S(=O)(=O)N3CCN(C4c5ccccc5-c5ccccc54)CC3)s2)cs1	42.2%[activator]
Cn1cccc1CN1CCCCCCNC(=O)[C@@H]2CCC[C@@H]21	?
Cc1ccccc1-c1nnc(CN2CCC(C)CC2)o1	-10.6%
O=C(c1cccc(Cl)c1)N1CC(CNc2cccnc2)C2(C1)CN(c1ccccc1)C2 (configuration not stated)	-23.7%[86.2 µM]
Cc1cnc(C2CC2)n1CC1CCN(C(=O)C(C)C)CC1	-14.0%
Cn1c(SCC(=O)NNC(=O)Nc2ccc(Cl)cc2)nnc1-c1ccccc1	21.7%
CC(C)c1ccc(-c2noc(CSc3nnc4ccccn34)n2)cc1	-17.5%
Cc1ccc(-c2onc(C)c2C)cc1S(=O)(=O)N1CCC(C)CC1	?
CC1CCCCC1NC(=O)CSc1ccc2c(c1)OCCCO2 (configuration not stated)	3.1%
Cc1ccc(-c2nc(C(=O)NCCCN(C)C)cc3c2[nH]c2ccccc23)cc1	?
CCN(C(=O)COC(=O)Cc1ccc(F)cc1)c1c(N)n(Cc2ccccc2)c(=O)[nH]c1=O	27.2%
COc1ccc(C[C@H](NC(=O)[C@@]2(O)C[C@@H](O)[C@H](O)[C@@H](NC(=O)Nc3ccc(OC(F)(F)F)cc3)C2)C(N)=O)cc1	24.6%
COCCN1C(=O)Cc2ccccc2C1C(=O)N(C)Cc1ccco1 (configuration not stated)	?
COc1cccc(C2CC(c3cccs3)=NN2C(=O)c2ccco2)c1O (configuration not stated)	-13.1%
Cc1nc(N2CCCCC2)n(CC(=O)Nc2ccc(Br)cc2F)c(=O)c1C	23.3%
COc1ccc(NC(=O)N2CCN(S(=O)(=O)c3cc4c(cc3Cl)NC(=O)C(C)O4)CC2)cc1 (configuration not stated)	21.7%
O=C(CC1CCN(C(=O)c2ccc(F)c(F)c2)C1)NCc1ccccc1 (configuration not stated)	8.0%
Cn1cc(-c2cc3n(n2)CCC(=O)N3CCCC(=O)NCc2ccccc2)c2ccccc21	?
C[C@@]1(O)CCN(Cc2ccccc2F)C[C@H]1N1CCCC1	-27.1%
COC(=O)c1cc(S(=O)(=O)NCC2CCN(Cc3ccc(C)cc3)CC2)c[nH]1	-10.5%&-19.5%
COc1cc(-c2nc(Cc3ccccc3Cl)no2)cc(OC)c1OC	12.8%
O=C(NC1C[C@H]2CC[C@@H](C1)N2C(=O)c1cccs1)c1ccncc1 (some centres not stated)	10.7%
Continued:
SMILES	KDM5B inhibitor
CC[C@H]1CN(S(=O)(=O)c2ccccc2)CC[C@H]1CC(=O)O	-1.0%[86.2 µM]
CN(C)c1nc2c(c(=O)[nH]1)CCN(Cc1ccc(Br)cc1)CC2	13.8%
O=C(NCc1cc(F)cc(F)c1)C1(c2ccc(Cl)cc2)CCOCC1	16.9%[115 µM]
CCN(CC)S(=O)(=O)c1nnc(NC(=O)COc2ccccc2F)s1	-6.8%
COc1cc(CNc2ccc3[nH]c(=O)[nH]c3c2)ccc1OCc1ccc(F)cc1Cl	?
COc1ccc(N2CCN(C3=NS(=O)(=O)C(c4cccc(Br)c4)=C3C)CC2)cc1	-2.5%
Cc1ccc(C(=O)N2CCC(n3nccc3NC(=O)C3CCOC3)CC2)cc1C (configuration not stated)	-1.5%
N#CC(C(=O)NCc1ccccc1)c1nc2ccccc2nc1N1CCN(c2ccc(F)cc2)CC1 (configuration not stated)	0.2%
CN(c1ccccc1)S(=O)(=O)c1cccc(NC(=O)CN2CCCc3ccccc32)c1	?
CCOC(=O)CSCC(=O)NCc1cccs1	19.9%

Random excerpt: seven compounds from above, in no set order.
SMILES	KDM5B inhibitor
CN(C)c1nc2c(c(=O)[nH]1)CCN(Cc1ccc(Br)cc1)CC2	13.8%
CN(c1ccccc1)S(=O)(=O)c1cccc(NC(=O)CN2CCCc3ccccc32)c1	?
Cc1ccc(C(=O)N2CCC(n3nccc3NC(=O)C3CCOC3)CC2)cc1C (configuration not stated)	-1.5%
CC[C@H]1CN(S(=O)(=O)c2ccccc2)CC[C@H]1CC(=O)O	-1.0%[86.2 µM]
N#CC(C(=O)NCc1ccccc1)c1nc2ccccc2nc1N1CCN(c2ccc(F)cc2)CC1 (configuration not stated)	0.2%
COc1ccc(N2CCN(C3=NS(=O)(=O)C(c4cccc(Br)c4)=C3C)CC2)cc1	-2.5%
CCN(CC)S(=O)(=O)c1nnc(NC(=O)COc2ccccc2F)s1	-6.8%

The main list resumes with the 2 entries that preceded the break.
SMILES	KDM5B inhibitor
CN(c1ccccc1)S(=O)(=O)c1cccc(NC(=O)CN2CCCc3ccccc32)c1	?
CCOC(=O)CSCC(=O)NCc1cccs1	19.9%
O=C1NCCCCCN(C(=O)C2CCC2)[C@H]2CCCC[C@@H]12	-21.6%
CN(c1cc(=O)c2ccnc(N3CCOCC3)c2o1)C1CCOCC1	?
O=C1CCC(=O)N1c1ccc(-c2nc3sc4c(c3c(=O)o2)CCC4)cc1	-12.2%
COC(=O)CC1CCN(C(=O)C2CC(=O)N(c3n[nH]c4ccccc34)C2)CC1 (configuration not stated)	-13.8%

Screening data: PubChem BioAssay, National Center for Advancing Translational Sciences (NCATS)
